Bioassay records from PubChem.
MEKK3 PB1 HTS: modulators (inhibitors or enhancers) of MEK5 binding to human MEKK3 PB1 domain. Q99759. bead-based flow cytometry, Alexa488-MEK5 binding to MEKK3; actives lie on both sides; 0 = blocked by unlabeled MEK5, 100 = vehicle. binding response (% of control), % at 10 µM. hit rate 1.4% among 290,000. AID 1529;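 active means binding response more than 3 SD above or below the average of its plate-row segment, actives on both sides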;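 further: Alexa488 bead fluorescence after subtracting the streptavidin-only scavenger bead signal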
p-CIP stab down: p/CIP protein destabilization. AID 1984. decrease of EGFP signal, % at 10 µM. F442A p/CIP-EGFP cells, EGFP fluorescence, 16 h. hit rate 0.01% among 290,000. Q05BA5;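 active means EGFP signal decrease of at least 30% at 10 µM or well 3 SD below plate mean, unless failing retest; inactive means the rest, including hits failing retest or dose response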; further: some compounds called inactive have numbers as strong as hits; many of its hits are not listed in these tables
CHRM4 PAM: potentiates acetylcholine response at human M4 receptor | P08173 | CHO-K1 hM4/Gqi5, Fluo-8 calcium fluorescence, ACh EC20; 0% = ACh EC20, 100% = maximal ACh | activation, % at 3 µM | hit rate 0.4% among 360,000 | AID 624126;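 active means activation above its plate's cutoff, the mean activation of sample wells plus 3 SD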; further: some results filed as inactive read as strong as hits
CRFBP-R2 block: antagonists of CRF-binding protein/CRF-R2 receptor complex. HEK293 CRF-R2/CRF-BP, CRF-induced calcium fluorescence. inhibition, % at 11.8 µM. hit rate 0.59% among 350,000;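 active means inhibition of the ligand-induced calcium signal above about 50% at the single tested concentration, limit read from the data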
PHOSPHO1 block: inhibitors of human PHOSPHO1 phosphatase; inhibition, % at 13.3 µM; recombinant PHOSPHO1, absorbance phosphatase assay; hit rate 1.1% among 290,000; AID 1565; in the data active means inhibition above about 60%
CRFR2-BP ag: CRF-BP/CRF-R2 complex agonism; activation, % at 13.2 µM; AID 588473; hit rate 0.46% among 350,000; HEK293 CRF-R2/CRF-BP, calcium dye fluorescence (FLIPR); percent of saturating CRF peptide response;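 active means activation of at least 50%, plus an integration ratio under a set limit after plate pattern correction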;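 further: plate controls were neutral control wells without compound for no effect and CRF at EC100 for full effect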
GalR3 antag: antagonists of human GalR3; O60755; HEK293 GalR3-CNG cAMP membrane potential fluorescence; galR3 body fused to GalR1 C-terminus; inhibition, % at 3 µM; AID 651719; hit rate 0.44% among 360,000;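 active means inhibition above the screen-wide average plus 3 SD, cut at about 13% in these data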;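 further: forskolin and galanin both at EC90 stimulate the cells; cAMP rise reported by CNG channel membrane potential dye signal; 0% = forskolin plus galanin with DMSO and 100% = forskolin alone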
IDE inh: cellular human IDE inhibition. P14735. HEK cells, FAbetaB cleavage, fluorescence polarization. inhibition, % at 5.59 µM. hit rate 0.41% among 320,000;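 active means percent inhibition above the average of all tested compounds plus 3 SD, set per screening campaign, cut at about 16% in these data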;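 further: IDE supplied by intact live HEK cells; FP after avidin binding of uncleaved biotin substrate so inhibition keeps polarization high; 0% = DMSO wells and 100% = 60 µM reference IDE inhibitor Ii1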
Target sequence (P14735 whole entry, looked up): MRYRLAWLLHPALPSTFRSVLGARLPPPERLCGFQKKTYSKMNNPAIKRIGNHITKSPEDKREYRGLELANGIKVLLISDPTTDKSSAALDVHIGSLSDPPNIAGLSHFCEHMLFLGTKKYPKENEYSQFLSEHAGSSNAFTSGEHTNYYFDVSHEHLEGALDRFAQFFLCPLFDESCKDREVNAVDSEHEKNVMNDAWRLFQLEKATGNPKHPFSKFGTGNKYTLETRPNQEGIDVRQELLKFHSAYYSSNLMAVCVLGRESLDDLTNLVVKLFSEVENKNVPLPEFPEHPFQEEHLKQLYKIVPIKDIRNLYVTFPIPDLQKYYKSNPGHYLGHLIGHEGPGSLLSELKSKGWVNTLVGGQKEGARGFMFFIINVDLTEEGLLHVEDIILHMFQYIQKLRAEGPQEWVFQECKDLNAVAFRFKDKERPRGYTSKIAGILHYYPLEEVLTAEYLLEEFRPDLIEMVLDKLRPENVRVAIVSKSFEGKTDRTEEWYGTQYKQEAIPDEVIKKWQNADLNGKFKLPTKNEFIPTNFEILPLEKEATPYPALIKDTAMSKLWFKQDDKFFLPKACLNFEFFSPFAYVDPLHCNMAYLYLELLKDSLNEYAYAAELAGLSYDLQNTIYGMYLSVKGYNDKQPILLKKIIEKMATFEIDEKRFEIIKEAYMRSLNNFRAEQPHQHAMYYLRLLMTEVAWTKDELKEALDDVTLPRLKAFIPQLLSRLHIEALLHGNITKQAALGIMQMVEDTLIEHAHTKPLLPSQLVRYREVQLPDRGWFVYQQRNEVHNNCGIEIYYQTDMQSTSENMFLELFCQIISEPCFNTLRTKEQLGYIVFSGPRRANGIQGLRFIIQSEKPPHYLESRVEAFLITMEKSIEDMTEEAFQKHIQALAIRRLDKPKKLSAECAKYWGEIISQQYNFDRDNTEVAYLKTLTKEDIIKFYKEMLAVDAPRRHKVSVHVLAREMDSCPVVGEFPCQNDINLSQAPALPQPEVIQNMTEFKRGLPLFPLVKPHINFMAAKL
IDE act: activators of human insulin-degrading enzyme in cells; hit rate 0.073% among 340,000; AID 493087; HEK cells, FAbeta-B cleavage, fluorescence polarization; 0% vehicle, 100% cell-free pure enzyme wells; activation, % at 5.96 µM; P14735;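 active means activation above the mean of all tested compounds plus 3 SD, set per screening campaign, cut at about 17% in these data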
Starred values were filed as active, the others as inactive; · = not tested or not shown.

SMILES	MEKK3 PB1 HTS	p-CIP stab down	CHRM4 PAM	CRFBP-R2 block	PHOSPHO1 block	CRFR2-BP ag	GalR3 antag	IDE inh	IDE act
CN(CC(=O)Nc1ccccc1Br)C(=O)CN1CCN(Cc2ccc(Cl)cc2)CC1	·	·	-5	-3	·	0.7	-5	0	5
COc1ccccc1NC(=O)C(C)OC(=O)C1CCN(S(=O)(=O)c2ccc(C)c(C)c2)CC1 (stereo unspecified)	·	·	4	-1	·	-2.3	-1	2	5
Cc1ccc(C(=O)Cn2c(C(=O)OCCO)cc3ccccc32)cc1	98	9	2	-3	34	-0.1	-3	·	2
Cc1ccc(C(=O)N2CCN(c3cnn(C)c(=O)c3Cl)CC2)cc1	114	-8	6	5	-22	0.0	-5	4	-1
CCOCCCNC(=O)C(=O)NCCCOCC	105	-8	18	-2	9	-0.9	1	4	3
Cc1cnc(C(=O)OCC(=O)Nc2ccc(Cl)cn2)cn1	·	·	5	-4	·	-0.2	-1	-3	4
Cc1cccc(NC(=O)c2ccc(S(=O)(=O)N3CC(C)OC(C)C3)cc2)n1 (stereo unspecified)	·	·	-3	12	·	-1.7	-6	-5	9
C/C=C/C(=O)N1CC2(CC(c3cccc(NC(=O)COc4ccc(Cl)cc4)c3)=NO2)C[C@@H]1C(N)=O (stereo partly specified)	75	-5	5	-9	44	0.5	-5	0	3
COc1ccc(S(=O)(=O)N2CCN(Cc3cc(=O)n4ccccc4n3)CC2)cc1	·	·	-1	0	·	2.1	1	4	0
Cc1cccc(NC(=O)CNC(=O)CN2CCN(C)CC2)c1C	·	·	8	17	·	2.2	-6	-2	4
O=C(COC(=O)c1ccc2c(c1)S(=O)(=O)N=C1CCCCCN12)NCc1cccs1	101	-9	9	-2	27	-3.3	-6	3	-2
COC(=O)CNc1cccc(C(F)(F)F)c1	108	-2	3	5	41	-2.1	5	-2	3
O=C(Nc1cccc(NC(=O)c2ccccc2Cl)c1)c1ccco1	102	-14	0	2	25	0.7	-1	1	3
Cc1ccnc(Nc2nc(-c3sc(C)nc3C)cs2)c1	·	·	-7	-8	·	1.6	32*	4	1
O=C(Cc1ccccc1Cl)Nc1cc(S(=O)(=O)N2CCOCC2)ccc1N1CCOCC1	·	·	-1	6	·	1.1	0	3	-1
O=C(Cn1nc(Cc2cccnc2)c2ccccc2c1=O)Nc1ccccc1F	108	-14	0	0	27	-3.2	-6	-2	0
O=C(/C=C/c1ccco1)c1ccccc1O	101	-7	-3	7	35	-3.3	-2	4	-3
OC[C@H]1O[C@@H](n2cnc3c(Nc4ccccc4)ncnc32)[C@H](O)[C@@H]1O	106	-4	-6	41	-1	-0.2	2	4	-5
COc1ccc(C)cc1NC(=O)CSCc1cc(=O)n2c(C)csc2n1	·	·	-2	-3	·	-1.1	-6	·	-3
c1ccc2c(-c3cncc4ccccc34)cncc2c1	·	·	-5	-16	·	1.1	-5	5	-1
Cc1ccc(S(=O)(=O)N(C)C)cc1NC(=S)NNC(=O)C(N)=O	103	5	9	10	38	2.2	-4	6	·
COC(=O)C1CCN(CC(=O)Nc2cc(Cl)ccc2OC)CC1	103	8	·	·	-19	·	·	-6	·
Cc1ccc(Nc2nnc(SCC(=O)Nc3cccc(S(=O)(=O)N4CCCCC4)c3)s2)cc1	94	-9	3	-10	-17	7.0	-3	0	0
Cc1ccc(C)c(OCCCN2CCCC2)c1	101	-22	-9	-14	13	-2.6	-7	-3	-5
O=C(NCCCNc1ccc([N+](=O)[O-])cc1Cl)c1ccccc1F	98	16	-6	8	-17	0.2	-2	7	0

Four compounds picked at random from the list so far:
SMILES	MEKK3 PB1 HTS	p-CIP stab down	CHRM4 PAM	CRFBP-R2 block	PHOSPHO1 block	CRFR2-BP ag	GalR3 antag	IDE inh	IDE act
COC(=O)CNc1cccc(C(F)(F)F)c1	108	-2	3	5	41	-2.1	5	-2	3
C/C=C/C(=O)N1CC2(CC(c3cccc(NC(=O)COc4ccc(Cl)cc4)c3)=NO2)C[C@@H]1C(N)=O (stereo partly specified)	75	-5	5	-9	44	0.5	-5	0	3
COc1ccc(C)cc1NC(=O)CSCc1cc(=O)n2c(C)csc2n1	·	·	-2	-3	·	-1.1	-6	·	-3
Cc1ccc(S(=O)(=O)N(C)C)cc1NC(=S)NNC(=O)C(N)=O	103	5	9	10	38	2.2	-4	6	·

Next part
SMILES	MEKK3 PB1 HTS	p-CIP stab down	CHRM4 PAM	CRFBP-R2 block	PHOSPHO1 block	CRFR2-BP ag	GalR3 antag	IDE inh	IDE act
COc1ccc(/C=C2\SC(=S)N(CCC(=O)NC3CCCC3)C2=O)cc1OC	103	-13	2	-10	42	3.0	-7	-3	3
COc1ccc(NS(=O)(=O)c2ccc(C(=O)OC(C)C(=O)N3CCOCC3)cc2)cc1 (stereo unspecified)	97	-10	-4	-4	18	3.5	-2	1	4
COc1ccc(N2CCN(CCNC(=O)CCC(=O)NNc3nc4ccccc4c4nc(C)nn34)CC2)cc1	102	-4	0	-11	37	-1.4	·	-3	4
COc1ccc(CNC(=O)CN2CCC(NC(=O)c3ccc(OC)cc3)CC2)cc1	103	3	-2	0	18	-2.2	0	·	0
Cc1cc(C)nc(N2CCCC(CCC(=O)NCc3ccc(F)c(F)c3)C2)n1 (stereo unspecified)	104	4	-8	27	-16	-2.0	-6	-8	5
CC1C/C(=N/NC(=O)c2cccc(F)c2)c2ccc(O)cc2C1 (stereo unspecified)	93	-6	7	20	-10	-1.2	-6	3	6
COc1ccccc1C(=O)NC(=O)COC(=O)Cn1[nH]c(=O)c2ccccc2c1=O	·	·	5	-7	·	-1.0	-5	-9	4
C[C@H](CO)N1C[C@H](C)[C@@H](CN(C)Cc2ccc3c(c2)OCO3)OCc2cnnn2CCCC1=O	·	·	0	2	·	-0.3	-3	·	·
O=C(CSc1nc2ccccc2o1)NCC1CCCO1 (stereo unspecified)	·	·	17	4	·	-0.6	3	5	1
CCOc1ccc(CNC(=O)c2cccc(NC(=O)C3=C(C)OCCS3)c2)cc1	100	-2	-8	10	-11	-1.2	-6	9	1
O=[N+]([O-])c1cc2ncccc2c2ncccc12	·	·	6	13	·	-0.5	-6	·	·
Cc1ccc(CNC(=O)C2CCCN(S(=O)(=O)c3c(C)noc3C)C2)cc1 (stereo unspecified)	73	4	3	6	-12	-1.4	0	0	1
Cc1cc(C)n2nc(/C(C#N)=C/c3ccccn3)c(C#N)c2n1	105	-18	12	-9	41	4.7	-8	11	1
O=C(Nc1cc(Cl)ccc1N1CCOCC1)c1ccc(N2CCCCC2)c([N+](=O)[O-])c1	·	·	19	3	·	1.8	1	-5	8
CCOc1cccc(C=NNc2ccc(S(=O)(=O)Nc3ccccc3C(=O)O)cc2[N+](=O)[O-])c1O	·	·	5	4	·	-3.7	0	0	4
COc1ccc(NC(=O)C2CC(=O)n3c(nc4ccccc43)N2)cc1 (stereo unspecified)	107	-23	5	6	19	1.2	7	9	4
CCOC(=O)c1c(S(=O)(=O)NCC(=O)N2CCN(c3ccc(OC)cc3)CC2)c(C)n(C)c1C	92	6	17	3	47	-2.4	-2	1	6
Cc1cccc(NC(=S)N/N=C/c2cccc([N+](=O)[O-])c2)c1	101	-4	5	-7	35	0.4	·	-2	1
CSc1ccc(/C=C/c2ccc3cccc(O)c3n2)cc1	97	-2	0	-11	-14	0.9	-2	2	-4
Cc1nn(-c2ccccc2)c2[nH]c(=O)cc(C(F)(F)F)c12	102	5	2	9	-9	6.2	1	-2	0
NC(=O)Cn1cc(/C=N\NS(=O)(=O)c2ccc(F)cc2)c2ccccc21	100	-4	2	0	42	0.4	0	1	9
O=C(c1cc(-c2ccccc2)nn1-c1ccccc1)N1CCN(S(=O)(=O)c2ccc(F)cc2)CC1	·	·	-8	12	·	3.1	-2	-4	-1
O=C(COC(=O)c1ccc(F)cc1F)Nc1ccc(Cl)cn1	·	·	11	3	·	-1.0	-5	4	5
Clc1ccc(-n2nnnc2CN2CCCCC2)cc1Cl	103	5	5	-4	14	-0.7	-6	-1	0
Cc1cccc(-c2nnc(SCc3ccc(C#N)cc3)n2Cc2ccco2)c1	109	2	-11	33	64*	0.0	-8	6	-8

An excerpt from above in order of the CHRM4 PAM value, ascending:
Structure | CHRM4 PAM
C[C@H](CO)N1C[C@H](C)[C@@H](CN(C)Cc2ccc3c(c2)OCO3)OCc2cnnn2CCCC1=O | 0
Cc1ccc(Nc2nnc(SCC(=O)Nc3cccc(S(=O)(=O)N4CCCCC4)c3)s2)cc1 | 3
Cc1ccc(C(=O)N2CCN(c3cnn(C)c(=O)c3Cl)CC2)cc1 | 6
Cc1cc(C)n2nc(/C(C#N)=C/c3ccccn3)c(C#N)c2n1 | 12
CCOCCCNC(=O)C(=O)NCCCOCC | 18

Back to the main list, repeating the two entries before the break.
SMILES	MEKK3 PB1 HTS	p-CIP stab down	CHRM4 PAM	CRFBP-R2 block	PHOSPHO1 block	CRFR2-BP ag	GalR3 antag	IDE inh	IDE act
Clc1ccc(-n2nnnc2CN2CCCCC2)cc1Cl	103	5	5	-4	14	-0.7	-6	-1	0
Cc1cccc(-c2nnc(SCc3ccc(C#N)cc3)n2Cc2ccco2)c1	109	2	-11	33	64*	0.0	-8	6	-8
CC(CCc1ccccc1)NC(=O)COC(=O)CC1CC2CCC1C2 (stereo unspecified)	106	2	-2	1	-19	-0.9	2	0	7
COc1cccc(Cn2cc(N)cn2)c1	81	-12	-9	24	8	-1.7	-5	0	4
COC(=O)Cn1ccc2cc(S(=O)(=O)N3CCCCCC3)ccc21	100	-8	4	-10	45	0.1	1	2	-2
CCn1c(=N)c(S(=O)(=O)c2ccc(F)cc2)cc2c(=O)n3ccccc3nc21	106	-10	-5	1	22	-1.2	0	3	3
O=C1CCC(C(=O)N2CCOCC2)CN1Cc1ccc(Cl)cc1 (stereo unspecified)	101	5	-4	1	-19	-1.1	2	-1	3
COc1ccc(C(N)CCc2ccco2)cc1 (stereo unspecified)	113	-16	11	1	21	3.7	-2	1	-3
COc1ccc(CCNC(=O)C(=O)c2c(C)[nH]c3ccccc23)cc1	102	6	-8	-1	-47	-1.2	1	5	6
Cc1ccc(S(=O)(=O)N2CCCCC2)cc1NC(=O)c1ccc2ccccc2n1	89	-4	0	9	2	4.8	-3	-1	-6
O=c1c2[nH]c3ccc(F)cc3c2nc2n1CCCS2	99	14	3	-2	-10	-0.7	-2	4	3
COCCNC(=O)/C(C#N)=C/c1ccc(OC(=O)c2cccs2)c(OC)c1	61	-38	18	-58	17	-1.4	-7	·	-1
O=C(O)c1cccc2c1-c1ccccc1/C2=N\Nc1ccccc1	104	-8	1	-5	39	1.7	-10	-2	0
O=C1C=CCCC1	·	·	1	2	·	-1.0	1	0	6
O=C(Cc1csc(NC(=O)Nc2cccc(Cl)c2)n1)NCc1ccccn1	·	·	-8	1	·	-0.3	1	2	3

In the list so far, these have a COOH group:
SMILES	MEKK3 PB1 HTS	p-CIP stab down	CHRM4 PAM	CRFBP-R2 block	PHOSPHO1 block	CRFR2-BP ag	GalR3 antag	IDE inh	IDE act
CCOc1cccc(C=NNc2ccc(S(=O)(=O)Nc3ccccc3C(=O)O)cc2[N+](=O)[O-])c1O	·	·	5	4	·	-3.7	0	0	4
O=C(O)c1cccc2c1-c1ccccc1/C2=N\Nc1ccccc1	104	-8	1	-5	39	1.7	-10	-2	0
